TEAD-YAP inh: TEAD-YAP interaction inhibition, primary screen, TEAD-YAP interaction inhibitor project, luminescence, HEK-TIYL cells; inhibition, % at 9.12 µM; 640,000 tested, 1.4% active; TEAD-Gal4/YAP UAS-luciferase luminescence; AID 1259422, 2018; in the data active means inhibition above about 32%;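 further: 0% = median of test compound wells and 100% = reference inhibitor wells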
FBW7 act: FBW7 E3 ligase activators, primary screen, biochemical, AlphaScreen, human; F-box/WD repeat-containing protein 7 (Homo sapiens), Q969H0; AlphaScreen FBW7–phospho-cyclin E peptide binding, activator screen; normalized activity (activation), % at 26.1 µM; 650,000 tested, 0.13% active; AID 1259310, 2017; in the data active means normalized activity above about 1.9%;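 further: purified mutant Fbw7 with reduced substrate affinity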
Target sequence (Q969H0 whole entry, looked up): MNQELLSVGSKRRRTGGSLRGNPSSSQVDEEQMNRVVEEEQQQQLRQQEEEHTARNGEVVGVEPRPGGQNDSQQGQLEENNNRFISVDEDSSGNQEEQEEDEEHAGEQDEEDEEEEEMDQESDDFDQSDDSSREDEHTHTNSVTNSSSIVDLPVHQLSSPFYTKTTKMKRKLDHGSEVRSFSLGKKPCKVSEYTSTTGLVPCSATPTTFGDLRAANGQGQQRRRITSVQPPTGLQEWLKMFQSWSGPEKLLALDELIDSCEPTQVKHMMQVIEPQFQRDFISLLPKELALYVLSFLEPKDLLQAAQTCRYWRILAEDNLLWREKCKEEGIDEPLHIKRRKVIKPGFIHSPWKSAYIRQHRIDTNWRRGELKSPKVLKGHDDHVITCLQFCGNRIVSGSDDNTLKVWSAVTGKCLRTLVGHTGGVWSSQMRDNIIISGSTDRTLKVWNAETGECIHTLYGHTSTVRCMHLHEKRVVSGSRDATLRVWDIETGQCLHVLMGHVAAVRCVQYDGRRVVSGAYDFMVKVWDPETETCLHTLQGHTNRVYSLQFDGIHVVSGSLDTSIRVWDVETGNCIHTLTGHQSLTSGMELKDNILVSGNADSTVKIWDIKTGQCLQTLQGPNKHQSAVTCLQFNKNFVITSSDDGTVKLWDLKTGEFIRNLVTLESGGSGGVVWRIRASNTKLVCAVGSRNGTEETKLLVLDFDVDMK
MITF primary: MITF inhibitors, primary screen, biochemical, AlphaScreen, human. Microphthalmia-associated transcription factor (Homo sapiens), O75030. inhibition, % at 2.6 µM. AlphaScreen MITF homodimerization, bead proximity signal. 650,000 tested, 0.91% active; in the data active means inhibition above about 50%;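 further: 0% = vehicle wells with protein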
GPR151 activ: activators of human GPR151, primary screen, cell-based, PathHunter beta-arrestin, luminescence; G-protein coupled receptor 151 (Homo sapiens), Q8TDV0; PathHunter beta-arrestin GPR151 cells; activation, % at 11.2 µM; 650,000 tested, 1% active; in the data active means activation above about 4.9%;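 further: 0% = median of compound wells and 100% = cells with positive control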
Target sequence (Q8TDV0 whole entry, looked up): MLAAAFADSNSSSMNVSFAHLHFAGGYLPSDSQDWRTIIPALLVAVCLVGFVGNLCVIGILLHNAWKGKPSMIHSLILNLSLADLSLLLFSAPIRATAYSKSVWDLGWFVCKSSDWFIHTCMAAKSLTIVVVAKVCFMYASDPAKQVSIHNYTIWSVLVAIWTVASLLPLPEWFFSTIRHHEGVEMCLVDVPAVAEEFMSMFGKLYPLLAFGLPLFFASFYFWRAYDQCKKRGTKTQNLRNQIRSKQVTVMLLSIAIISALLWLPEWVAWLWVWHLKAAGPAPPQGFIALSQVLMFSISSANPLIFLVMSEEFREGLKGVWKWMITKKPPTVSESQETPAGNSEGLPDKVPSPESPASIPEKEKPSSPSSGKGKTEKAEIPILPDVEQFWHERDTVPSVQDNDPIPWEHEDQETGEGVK
Active calls of the source: *; nt = no result given.

no.	compound	MITF primary	TEAD-YAP inh	FBW7 act	GPR151 activ
1	Cc1ccc(C(=O)COC(=O)c2ccc(N3C(=O)C4CCC(C)CC4C3=O)cc2)cc1[N+](=O)[O-] (centres undefined)	2	9	0.0	1.4
2	Nc1cc(NCCCN2CCCC2=O)ncn1	-6	-6	0.1	1.3
3	COc1ccc(NC(=O)CN2CCC(C(=O)c3ccc(OC)cc3)CC2)cc1	5	9	0.0	-0.1
4	c1ccc(N2CCN(c3nncc(-c4ccc5ccccc5c4)n3)CC2)nc1	2	-6	-0.2	3.8
5	O=C1OC(c2ccccc2)=N/C1=C\N1CCN(c2ccc([N+](=O)[O-])cc2)CC1	2	5	-0.1	-0.5
6	C[N+](C)(C)CCCCCC(=O)/C=N/O	16	1	0.0	-1.3
7	O=C(CN1CCCCC1)N1c2ccccc2C=Cc2ccccc21	-1	-15	0.0	-1.3
8	NC(=O)c1cc2c(ccc3ccccc32)oc1=O	-1	6	0.1	-1.0
9	COc1cccc(N(CC(=O)NCCSc2ccccn2)S(C)(=O)=O)c1	-10	3	0.2	1.0
10	CCOc1ccc(-c2nnc(SC(CC)C(=O)Nc3cccc(Cl)c3)nc2-c2ccc(OCC)c(OC)c2)cc1OC (centres undefined)	-7	9	-0.2	1.0
11	O=C1CCCN2N=C(SCC(=O)Nc3ccc4c(c3)OCCO4)SC2=N1	17	0	0.0	-1.7
12	CCOC(=O)N1CCC(NC(=O)c2cc(C(=O)Nc3ccccc3F)ccc2CO)CC1	-1	4	0.0	-1.5
13	C#CCN1C(=O)C(O)(CC(=O)c2ccccc2OC)c2cc(Br)ccc21 (centres undefined)	1	-6	-0.1	2.1
14	C/C(Cc1ccccc1)=N\NC(=O)c1ccc(F)cc1	0	-47	-0.1	-0.5
15	CC(C)N(CCNc1nc(N2CCOCC2)nc2c1ncn2CCN1CCCC1=O)C(C)C	-10	3	0.0	-0.1
16	O=c1c2ccccc2nc(-c2ccccc2F)n1NCc1c(F)cccc1Cl	14	-8	0.2	4.7
17	COCCCn1c(-c2cccs2)csc1=Nc1cccc(S(=O)(=O)N(C)C)c1	22	4	-0.5	3.6
18	CC1(C)CC(=O)C2=C(C1)NC(=O)NC2c1c(O)ccc2ccccc12 (centres undefined)	3	-9	0.8	-2.3
19	CC(=O)Oc1cccc(N2C(=O)c3ccc(C(=O)Nc4cccnc4)cc3C2=O)c1	0	-7	-0.3	-1.9
20	COc1ccc(-n2c(SCc3c(F)cccc3Cl)nc3ccsc3c2=O)cc1	10	7	0.2	0.2

Quoted from the listing:
COCCCn1c(-c2cccs2)csc1=Nc1cccc(S(=O)(=O)N(C)C)c1 in MITF primary shows 22
C#CCN1C(=O)C(O)(CC(=O)c2ccccc2OC)c2cc(Br)ccc21 (centres undefined) in MITF primary shows 1
COc1ccc(NC(=O)CN2CCC(C(=O)c3ccc(OC)cc3)CC2)cc1 in FBW7 act shows 0.0
COc1cccc(N(CC(=O)NCCSc2ccccn2)S(C)(=O)=O)c1 in FBW7 act shows 0.2
O=C(CN1CCCCC1)N1c2ccccc2C=Cc2ccccc21 in MITF primary shows -1

(continued)
no.	compound	MITF primary	TEAD-YAP inh	FBW7 act	GPR151 activ
21	CCCCCCCCCC(=O)OC[C@H](CO)OC(=O)CCCCCCCCC	13	nt	nt	-0.2
22	COc1ccc(C2CC(c3ccccc3)=NN2c2ccc(S(N)(=O)=O)cc2)cc1OC (centres undefined)	-5	6	0.6	-0.2
23	Cc1c(Cl)cccc1-c1ccc(C(=O)Nc2ccc(S(N)(=O)=O)cc2)o1	4	-20	0.2	0.5
24	CCc1nnc(NC(=O)CSc2ncccc2C(=O)O)s1	-12	-10	-0.2	-0.4
25	COc1cccc(N2CCN(Cc3cccs3)CC2)c1	43	-1	0.5	-0.8
26	CCC(=O)Oc1ccc(C2Sc3ccccc3NC3=C2C(=O)c2ccccc23)cc1 (centres undefined)	10	3	0.0	1.2
27	COc1cc2nc(=S)n3[nH]c(-c4ccncc4)nc3c2cc1OC	1	-2	-0.2	-0.7
28	O=C(C1CCN(c2nn3cc(-c4ccc(F)cc4)nc3s2)CC1)N1CCCCCC1	3	-25	0.1	-2.5
29	CCSc1ccccc1C(=O)Nc1cc(-c2ccco2)nn1-c1nc(C)c(C)c(=O)[nH]1	12	9	-0.2	3.2
30	CC(=O)c1ccc(N/C(=N\S(=O)(=O)c2ccccc2)c2ccc(F)cc2)cc1	-8	-15	-0.1	0.2
31	Oc1ccc(/C=N/Nc2ncnc3nc[nH]c23)cc1	10	12	-0.1	-8.8
32	N#CC(=C1N=c2ccccc2=N1)c1c(O)[nH]c2ccc([N+](=O)[O-])cc12	7	-3	0.0	0.4
33	FC(F)(F)c1ccc(Cn2cnc3c(NC4CCN(Cc5ccccc5)CC4)nc(Cl)nc32)cc1	4	20	0.1	0.5
34	COCCC(=O)NC(C)c1nnc2n1CCN(Cc1ccc(F)cc1)CC2 (centres undefined)	12	8	0.1	-0.2
35	COC(=O)Cc1c(C)c2c(O)cc(C)cc2oc1=O	1	2	0.1	0.3
36	Cn1nc(-c2ccc(OCC(=O)N3CCCCC3)cc2)c2ccccc2c1=O	2	52*	0.0	0.2
37	OCCC1CN(Cc2cnc(-c3ccccc3)s2)CCN1Cc1ccccc1F (centres undefined)	13	5	0.5	0.3
38	Cn1c(-c2ccc(Br)cc2)cnc1NCc1cccnc1	26	2	0.6	-0.1
39	NC(=O)C1CCN(C(=O)CN2CCN(Cc3ccc(Cl)cc3)C2=O)CC1	-3	-10	0.0	0.3
40	CCN(CC)c1ccc2cc(-c3nc(-c4ccc(Cl)cc4)cs3)c(=Nc3ccc(OC)cc3)oc2c1	-3	-8	0.3	0.6
41	CCNC(=O)/C=C/c1cc(OC)c(OC)c(OC)c1	8	6	0.7	-1.6
42	Cc1ccc(C(=O)Nc2ccc(NC(=O)c3ccc(C(C)(C)C)cc3)cc2)cc1[N+](=O)[O-]	3	2	0.1	-0.1
43	Cc1c(/C=C/C(=O)c2ccc(O)cc2)cnn1C	0	51*	-0.4	-0.5
44	CC(C)(C)NCCOc1ccc(Cl)cc1	-8	6	0.0	0.2
45	CCN1C(=O)c2cccc3c(NC(=O)c4ccc(S(=O)(=O)N5CCCCCC5)cc4)ccc1c23	14	3	0.8	-2.7
46	CCOc1ccc(CC(=O)NNC(=S)NCCc2ccccc2)cc1	1	-5	0.0	-1.5
47	CC1(C(=O)Nc2nccs2)CC2c3ccccc3C1c1ccccc12 (centres undefined)	7	10	0.0	4.0
48	CC(C)CCNC(=O)c1cccn2c(=O)c3c4c(sc3nc12)CCCC4	15	0	0.1	0.1
49	CSc1ccc(CN2CCN(Cc3ccccc3)C(CCO)C2)cc1 (centres undefined)	-2	1	-0.2	0.4
50	O=C(c1ccc(Cl)cc1)c1cc(NC(=O)c2cc(Cl)cc(Br)c2O)ccc1Cl	0	-4	-0.1	-0.2
51	CCn1cc(/C=C(\NC(=O)c2ccc(OC)cc2)C(=O)NCCCO)c2ccccc21	7	-1	0.3	-1.4
52	CCNC(=O)c1ccccc1-c1ccccc1C(=O)O	10	0	0.0	0.9
53	Cn1c(=O)c2[nH]c(CN3CCN(CCO)CC3)nc2n(C)c1=O	0	6	-0.1	0.0
54	COc1ccc(C2C3=C(N=c4s/c(=C/c5cn(Cc6ccc(Cl)cc6Cl)c6ccccc56)c(=O)n42)c2ccccc2CC3)cc1 (centres undefined)	-6	-4	-0.2	0.3
55	Cc1ccc(CNC(=O)CSC2=Nc3ccccc3C3=NC(Cc4c[nH]c5ccccc45)C(=O)N23)cc1 (centres undefined)	-4	6	-0.1	-0.3
56	c1ccc(CCn2c(COc3ccccc3)nc3ccccc32)cc1	5	6	0.1	-0.4
57	CCCCNC(=O)c1cc(-c2ccncc2)nc2ccccc12	-15	-7	-0.3	-0.9
58	CC(/C=N/NC(=O)c1ccccc1NS(=O)(=O)c1cccs1)c1ccccc1 (centres undefined)	2	-1	0.1	-1.4
59	Cc1ccnc(NC(=O)NCCCSc2ccccc2)n1	-10	1	0.1	-1.1
60	CCC(=O)Nc1ccc(S(=O)(=O)Nc2cccnc2)cc1	-1	1	-0.2	-2.5
61	O=C(Cc1ccc(Cl)c(Cl)c1)NNC(=O)Nc1cccc([N+](=O)[O-])c1	18	14	0.1	1.1
62	Cc1cccc(Nc2ncnc3ccccc23)c1	-6	-14	0.1	-0.4
63	CC1=C(C(=O)Nc2cccnc2)C(c2ccncc2)n2nnnc2N1 (centres undefined)	-1	-4	-0.1	0.1
64	CCCn1cc(NC(=O)NCc2ccccc2)cn1	-7	-6	0.0	0.1
65	CCCn1c(N2CCN(Cc3cccc(C)c3)CC2)nc2c1c(=O)[nH]c(=O)n2C	0	-5	-0.1	0.9
66	Nc1nonc1N=Cc1cc(Br)ccc1O	-3	6	-0.1	-0.2
67	COc1cccc(-c2cnc(NCc3cc(Cl)ccc3O)n2C)c1	36	-4	-0.1	-0.3
68	COc1ccc(CNC(=S)NC2CCCC2)cc1	13	3	0.1	1.8
69	CCN1CC(O)=C(c2nc3ccccc3s2)C1=N	-3	-32	0.1	1.0
70	COc1ccc(-c2nn(-c3ccccc3)cc2/C=C\C(=O)N(C)C)cc1	13	9	0.1	1.0
71	CN(Cc1ccccc1)c1nnc(NC(=O)Nc2ccc3c(c2)OCCO3)s1	-13	-7	-0.1	-0.1
72	N#C/C(=C/c1ccco1)C(=O)Nc1ncc(Cc2ccc(Cl)cc2)s1	10	1	0.1	1.1
73	Cc1ccc(C2C(=O)N(C3CCC(C)CC3)CC(=O)N2CCC2=CCCCC2)cc1 (centres undefined)	-1	-4	-0.1	-0.5
74	O=C(Cc1ccc(Cl)cc1)Nc1ccc(C(=O)Nc2ccccc2[N+](=O)[O-])cc1	8	16	0.2	-0.3
75	c1ccc(-c2cn3ccc4ccccc4c3n2)cc1	-12	-41	1.3	-7.1
76	CC(C)CC(=O)N1CCC2(CCC(CNC(=O)c3cccc(N(C)C)c3)O2)CC1 (centres undefined)	3	-1	0.2	-0.5
77	COc1ccc(CNc2c(-c3ccc(OC)c(CO)c3)nc3cnccn23)cc1	7	-3	0.5	0.0
78	CCC(C)NC(=O)c1ccccc1NC(=O)CN(c1ccc(F)cc1)S(C)(=O)=O (centres undefined)	0	0	0.2	1.3
79	CCOc1ccc(-n2c(CNC(=O)c3cccs3)nnc2SCC(=O)N2N=C(c3cccs3)CC2c2ccc(F)cc2)cc1 (centres undefined)	9	3	0.3	-1.5
80	O=C(Nc1cccnc1)C1CN(C(=O)c2ccc(F)c(F)c2)C1	14	-6	0.4	0.5

Record cards, from the list above. Screens in order: MITF primary	TEAD-YAP inh	FBW7 act	GPR151 activ
COc1cccc(-c2cnc(NCc3cc(Cl)ccc3O)n2C)c1 as listed: 36	-4	-0.1	-0.3
CCC(C)NC(=O)c1ccccc1NC(=O)CN(c1ccc(F)cc1)S(C)(=O)=O (centres undefined) as listed: 0	0	0.2	1.3
Nc1nonc1N=Cc1cc(Br)ccc1O as listed: -3	6	-0.1	-0.2

(cont.)
no.	compound	MITF primary	TEAD-YAP inh	FBW7 act	GPR151 activ
81	Cc1cccn2c(=O)c(C=NCc3ccccc3)c(NCc3ccco3)nc12	11	-6	-0.2	-0.5
82	C[C@@H](c1ccccc1)n1c(=O)[nH]c2nc(-c3cccnc3)cnc21	16	-1	-0.4	-0.1
83	CC12CCC(=O)N1C(C(=O)OC/C(O)=C(\C#N)c1nc3ccccc3[nH]1)CS2 (centres undefined)	0	6	-0.3	2.1
84	O=C1COc2cc(S(=O)(=O)N3CCC(C(=O)NCc4ccccc4)CC3)ccc2N1	-41	14	0.2	-0.9
85	Cc1cc(S(=O)(=O)N2CCN(C3CCCCC3)CC2)ccc1-n1cnnn1	14	-2	0.1	0.7
86	COc1ccc(CNc2ncnc3c2c(-c2ccccc2)cn3-c2ccc(C)cc2)cc1	10	3	0.1	0.3
87	O=C(CSc1nc2ccccc2c(=O)n1CCC(=O)N1CCN(c2ccccc2)CC1)NC1CCCC1	-3	-2	0.1	2.5
88	CC(CN1CCC2(CCC(=O)N2Cc2ccccc2F)CC1)c1ccccc1 (centres undefined)	9	6	0.4	-1.1
89	COc1ccc(OC)c(NC(=O)c2cc(I)ccc2Cl)c1	15	-5	0.0	-0.9
90	CCNc1cc(N2CCN(C(=O)c3ccc(CC)cc3)CC2)ccc1[N+](=O)[O-]	7	8	-0.2	1.7
91	CN(C)c1ccc(/C=N/NC(=O)COc2ccc(I)cc2)cc1	-1	12	0.0	0.5
92	CCCCC(=O)N1c2ccccc2NC2=C(C(=O)CC(C)(C)C2)C1c1cccs1 (centres undefined)	6	1	0.1	1.4
93	CCOC(=O)c1ccc(N=C2SC(C(=O)Nc3ccccc3OC)CC(=O)N2C)cc1 (centres undefined)	13	2	0.1	0.4
94	O=C(COC(=O)C1CCN(S(=O)(=O)c2cccc3cccnc23)CC1)c1ccc([N+](=O)[O-])cc1	5	-6	0.1	-0.9
95	COc1ccc(/C=C2\N=C(c3ccc(Br)cc3)OC2=O)c(OC)c1	-15	3	-0.1	1.1
96	CN(C(=O)c1cc(COc2cccc3cnccc23)on1)C1CCCCC1	-9	43*	0.0	-0.9
97	O=C1CCSc2c1cccc2C(=O)N1CCCC1	20	-9	0.4	0.5
98	Cc1ccc(NC(=O)COC(=O)C2CCC(=O)N2)c([N+](=O)[O-])c1 (centres undefined)	-8	16	0.1	-1.2
99	Cn1c(=O)c2c(NC(=O)c3ccc(F)cc3F)ccnc2n(C)c1=O	-2	6	0.2	-1.1

Source: PubChem BioAssay
